From PubChem BioAssay
TDP1 cell CPT – growth inhibition of DT40 Tdp1-/-;hTDP1 cells with camptothecin (screen for TDP1 inhibitors). Potency, µM (series often up to 46.2 µM), inactives show at the top dose activity change, negative = growth inhibition, usual class: inhibitors. AID 686979. 12% of 420,000 active. chicken DT40 Tdp1-/-;hTDP1 cells + 20 nM CPT, ATP luminescence, 48 h; also: nearly all actives have a fitted effect of over 55% in size
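Chicken DT40 Tdp1-/- cells stably complemented with human TDP1 were seeded at 400 cells/well in medium containing 20 nM camptothecin, exposed to pin-transferred compounds, and grown at 37 °C for at least 48 hr. Viability was read as ATP luminescence.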
TDP1 inh – TDP1 (human) enzyme inhibition; Potency, µM (doses to about 130 µM), without a hit: at the top dose activity change, negative = inhibition, hits mostly inhibitors; recombinant TDP1, AlphaScreen DNA substrate cleavage; AID 485290; 0.28% of 350,000 active; also: nearly all actives have a fitted effect of over 40% in size
Target sequence (Q9NUW8 whole entry, looked up): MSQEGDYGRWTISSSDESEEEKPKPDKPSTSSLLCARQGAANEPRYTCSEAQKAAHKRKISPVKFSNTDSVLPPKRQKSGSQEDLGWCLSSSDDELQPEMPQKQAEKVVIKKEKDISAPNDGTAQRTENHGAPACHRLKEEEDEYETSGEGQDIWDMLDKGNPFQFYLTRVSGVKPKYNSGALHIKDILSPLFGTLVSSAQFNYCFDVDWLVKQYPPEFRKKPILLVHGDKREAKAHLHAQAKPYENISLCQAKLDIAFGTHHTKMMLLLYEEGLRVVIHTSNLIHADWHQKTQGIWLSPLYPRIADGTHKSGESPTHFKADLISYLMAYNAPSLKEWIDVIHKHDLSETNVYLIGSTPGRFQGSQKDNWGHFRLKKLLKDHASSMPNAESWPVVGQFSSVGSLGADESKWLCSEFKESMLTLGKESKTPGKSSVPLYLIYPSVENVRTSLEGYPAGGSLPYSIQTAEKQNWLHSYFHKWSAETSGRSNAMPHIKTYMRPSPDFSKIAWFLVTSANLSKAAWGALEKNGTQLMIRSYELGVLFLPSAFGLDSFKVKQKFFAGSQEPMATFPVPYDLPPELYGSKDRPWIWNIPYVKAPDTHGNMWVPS
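Signal: AlphaScreen proximity between streptavidin donor and anti-FITC acceptor beads on intact substrate. Reaction: Tdp1 1 nM, substrate 15 nM final, 5 min RT after 15 min compound preincubation.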
TDP1 cell noCPT – qHTS for Inhibitors of human tyrosyl-DNA phosphodiesterase 1 (TDP1): qHTS in cells in absence of CPT; DT40 Tdp1-/- hTDP1 cells, no CPT, ATP luminescence, 48 h; 15% of 420,000 active; Potency, µM (doses to about 46.2 µM), for the others: at the top dose activity change, negative = growth inhibition, usual class: inhibitors; AID 686978, 2013; also: nearly all actives have a fitted effect of over 55% in size
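Readout: luminescence from CellTiter-Glo after 30 min in the dark at RT. Cells: DT40 Tdp1-/- with stable hTDP1, 400/well. Exposure: compounds alone, ≥48 hr, 37 °C.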
An asterisk follows results filed as active; ? = inconclusive; nt = not tested or not shown; & = joins results of further samples; ! = not confirmed by another sample; [ ] = another dose, or the depositor's remark. Calls follow the shape of the dose curve; as a rule, active = well fitted curve in the direction sought with a large enough effect; inconclusive = small, poorly fitted or top-dose-only effect, or another doubt; inactive = no such curve, though single readings can be large; an effect the other way counts as inactive or inconclusive. % is scaled to controls: 0 for no effect and ±100 for the full control effect; potency is read from the fitted curve at half-maximal effect.

SMILES | TDP1 cell CPT | TDP1 inh | TDP1 cell noCPT
CC(C)CNc1cc(NC2CCCCC2)c2c3c(onc13)-c1ccccc1C2=O | ? | 14% | ?
CCC(NC(=O)CN1CCN(C(=O)c2cccs2)CC1)c1ccc(C)cc1 (stereo not given) | -24% | 1% | 1%
COc1ccccc1CNC(=O)c1cc2ccccc2oc1=O | -6% | 4% | -10%
COc1cccc(NC(=O)CN(C)C(=O)/C=C/c2ccc(S(=O)(=O)N3CCCCCC3)cc2)c1 | ? | nt | 18µM*
CCOC(=O)c1sc(NC(=O)CN(CC)CC)c(C(=O)OCC)c1C | -21% | -2% | ?
CCCC(=O)NCCc1cc2ccc(C)c(C)c2[nH]c1=O | 4% | 1% | -10%
O=C(OC(C(=O)NCc1ccc2c(c1)OCO2)c1ccccc1F)c1ccco1 (stereo not given) | 0% | 2% | -12%
COc1ccc(S(=O)(=O)N(C)C[C@@H]2OCc3cnnn3CCCC(=O)N([C@H](C)CO)C[C@H]2C)cc1 | -18% | nt | 1%
COc1ccccc1CNC(=O)C(C)n1ccc2cc(S(=O)(=O)N3CCCC3)ccc21 (stereo not given) | ? | 3% | ?
O=C(O)CCN(Cc1ccccc1)S(=O)(=O)c1ccc(Cl)cc1F | -4% | -5% | -22%
Cn1c(C(C#N)/C(=N\S(=O)(=O)c2cccs2)c2ccccc2)nc2ccccc21 (stereo not given) | 0% | 0% | 4%
CCCc1c(-c2cccc(Cl)c2)ncn1Cc1ccccc1OC | 5.8µM* | nt | 9.2µM*
Cc1ccc(CNc2nc3ccc(C)cc3n3cnnc23)cc1 | -7% | 4% | ?
CN(Cc1ccccc1)C(=O)c1nn2cccnc2c1Cl | -5% | 3% | ?
Cc1ccccc1Cn1c(Oc2ccccc2F)nc2c1c(=O)n(C)c(=O)n2C | 2% | 5% | -3%
COc1ccc(NC(=O)CCn2c(=S)[nH]c3ccccc3c2=O)cc1 | -25% | 1% | -14%
Fc1ccc2c(c1)C(c1ccncc1)=NNC(c1ccc(Cl)cc1)=N2 | ? | -2% | -27%
COc1ccc(OC)c(N/C=C/C(=O)c2ccc(OC)c(OC)c2)c1 | -21% | nt | ?
CCn1c(SCC(=O)NCc2ccc3c(c2)OCO3)nnc1-c1ccco1 | 8% | nt | -6%
CCOCc1nnc(NC(=O)C2CCN(C(=O)C3CC(=O)N(c4ccc(C)cc4)C3)CC2)s1 (stereo not given) | -1% | nt | -13%
Cc1ccc(NC(=O)COC(=O)c2cc(Cl)cc(Cl)c2)c(Br)c1 | ? | 0% | ?
NC(=O)CSc1nc(-c2ccccc2Cl)ns1 | -10% | 2% | 2%
O=c1c2ccccc2nc2n1CCc1ccc(Br)cc1-2 | -28% | nt | ?
CCOC(=O)c1c(C)[nH]c(C)c1S(=O)(=O)N1CCCC(C(=O)N2CCN(c3cc(C)ccc3C)CC2)C1 (stereo not given) | ? | 7% | ?
Cc1cc(C(=O)CSc2n[nH]c(N)n2)c(C)n1-c1ccc(F)cc1 | 21µM* | 9% | ?

Continuation:
SMILES | TDP1 cell CPT | TDP1 inh | TDP1 cell noCPT
O=C(Nc1ccc(Cl)c(C(F)(F)F)c1)[C@@H]1CC=C[C@@H]2CCN(C3CCCCC3)C(=O)[C@@H]21 | ? | nt | 16µM*
O=C(c1cc[n+]([O-])cc1)N1CCc2c([nH]c3ccccc23)C1c1ccccc1Cl (stereo not given) | -1% | 6% | -20%
O=C(CCC1CCCC1)Nc1nnc(-c2ccc3c(c2)OCO3)s1 | ? | 2% | ?
O=C(Nc1nc2c(s1)CCCC2)c1ccc(Br)o1 | ? | 4% | 15µM*
O=C1N[C@@H](Cc2cn(S(=O)(=O)c3ccc([N+](=O)[O-])cc3)c3ccccc23)C(=O)N[C@H]1Cc1ccccc1 | 21µM* | nt | ?
Cc1ccc(-c2nc(C)sc2CC(=O)OCC(=O)Nc2ccc(F)c(Cl)c2)cc1 | -3% | nt | -8%
Cc1noc(C)c1C(=O)Nc1nc2ccc(F)cc2s1 | 4% | 1% | -25%
N#CCC(=O)Nc1ccc(C(=O)OCC(=O)N(C2CCCCC2)C2CCCCC2)cc1 | ? | nt | -22%
c1cncc(Oc2cccc(Oc3cccnc3)c2)c1 | -20% | 15%[56.1 µM] | ?
CCC(C)NC(=O)[C@@H]1CCCN1C(=O)C1CCN(S(=O)(=O)c2ccc(C)cc2)CC1 (stereo not given in full) | 0% | -2% | 10%
O=C(Nc1cccnc1)c1ccc(NC(=O)c2ccco2)cc1 | -16% | -5% | -14%
O=C(CN1CCOCC1)N1CCN(c2ccc([N+](=O)[O-])cc2)CC1 | -2% | ? | ?
O=C(Cn1cnc2c(cnn2-c2ccccc2)c1=O)N1CCOCC1 | -7% | 7% | -9%
Cc1cnc(C(=O)NCc2ccc(Cl)cc2Cl)cn1 | -2% | -3% | -28%
COc1ccccc1-n1cc2ccc([N+](=O)[O-])cc2n1 | -13% | nt | -28%
Cc1ccc(-c2nc(-c3cc4cc(Cl)ccc4oc3=O)sc2C)cc1 | -11% | -8% | ?
O=C(CCCn1c(=O)[nH]c2ccsc2c1=O)Nc1ccc(F)cc1 | 9% | 2% | 13%
CCNC(=O)c1cc2ccccc2o1 | -4% | -5% | 7%
CCCCN1CCC(CCC(=O)c2cc(Cl)c(N)cc2OC)CC1 | ? | 7%&1% | 27µM*!
O=C(NC(=O)c1ccccc1)Nc1ccc(-n2nc(C(F)(F)F)cc2C(F)(F)F)cc1 | 8% | 3% | 1%
COc1ccc(NC(=O)COC(=O)C2CCN(S(=O)(=O)c3cccs3)CC2)cc1OC | 2% | 0% | -12%
CCOC(=O)C1=C(N)N2C(=O)C(C)SC2=C(C(=O)OC)C1c1ccccc1OC (stereo not given) | -4% | 9% | -15%
CCOC(=O)CNC(=O)CSc1nc(NCc2ccccc2)nc(N(C)C)n1 | -29% | 3% | ?
CN(C)c1ccc(/C=C/c2c3ccccc3cc[n+]2[O-])cc1 | ? | nt | ?
O=C1C(=O)c2cccnc2-c2ncccc21 | 0.033µM* | nt | 0.0052µM*

More compounds follow.
SMILES | TDP1 cell CPT | TDP1 inh | TDP1 cell noCPT
CC1CCc2c(sc(NC(=O)COc3ccccc3)c2C(=O)Nc2ccccc2Cl)C1 (stereo not given) | 4% | 3%[12.3 µM] | -19%
CN(CC(=O)Nc1ccc(F)cc1)C(=O)c1ccncc1 | 2% | 7% | 30%[activator]
CCOC(=O)C(CCCOc1cccc(OC)c1)C(=O)OCC | -11% | nt | -3%
Cc1onc(-c2c(F)cccc2Cl)c1C(=O)NCCCN1CCOCC1 | ? | -1% | -6%
CC(C)CN1CCC2(CC1)CCN(C(=O)c1ccco1)CC2 | 4% | nt | -16%
CC(C)c1ccc(NC(=O)CN2C(=O)NC3(CCCCCCC3)C2=O)cc1 | 21µM* | 1% | 21µM*
CCCCC(c1nnnn1CC1CCCO1)N1CCN(c2nc3ccccc3s2)CC1 (stereo not given) | 23µM* | 5% | ?
NC(=O)CSC1=Nc2ccccc2C2=NC(CCC(=O)NCc3ccc(F)cc3)C(=O)N12 (stereo not given) | 10% | 7% | -5%
CC1=C(C(=O)OCc2ccccc2)N2C(=O)[C@@H](NC(=O)OCc3ccccc3)[C@H]2SC1 | ? | nt | ?
COc1ccc(OC)c(N(CC(=O)NCc2ccccn2)S(C)(=O)=O)c1 | 8% | 4% | 1%
Cc1ccc(NC(=O)NN2CCN(C)CC2)cc1C | -27% | 2% | 2%
COc1ccccc1CNC(=O)C1(NC(=O)Nc2ccc(C)cc2)CCCCC1 | ? | 0% | ?
COc1cc2[nH]c(C(=O)N3CCc4ccccc43)cc2c(OC)c1OC | ? | nt | ?
O=C(CN1CCN(C(=O)c2ccccc2F)CC1)Nc1ccc(Br)cc1 | -23% | 6% | ?
Cc1nn(CCCC(=O)NCCCN2CCN(C)CC2)c(=O)c2c1sc1ccccc12 | -12% | 4% | 0%
Cc1cnc(C(=O)Nc2ccc(C)c(S(=O)(=O)N(C)C)c2)cn1 | ? | 6% | 15µM*
COc1ccc(CNc2nc3nc(C)c(Cl)c(=O)n3[nH]2)cc1 | 0% | -5% | 20%
Cc1ccc(S(=O)(=O)NOCc2ccccc2)cc1 | -29% | nt | ?
Cc1cc(=O)n2c(n1)NC(=NCc1ccccc1)NC2c1ccccc1 (stereo not given) | 6% | 0% | -6%
CCCC[n+]1c2ccccc2cc2ccccc21 | 2.3µM* | nt | 2.1µM*
C=CCSc1nnc2nc3c(nn12)c1cc(C)ccc1n3CC=C | 16µM* | 2% | ?
CC1(C)CC(=O)C=C(c2ccc(-c3ccc(S(C)(=O)=O)cc3)cc2)C1=O | 21µM* | nt | 12µM*
COc1ccc(NS(=O)(=O)c2ccc(C)c(C(=O)NNC(=O)c3ccccc3O)c2)cc1 | ? | 1% | ?
CCCNC(=O)C1(C)CCN(C(=O)c2cc(C(C)(C)C)nn2C)C1 (stereo not given) | -7% | nt | 2%
CCCn1c(SCC(=O)NCCc2ccccc2)nnc1C(C)C | 1% | nt | -6%

Entries of single compounds from above:
COc1ccccc1CNC(=O)C1(NC(=O)Nc2ccc(C)cc2)CCCCC1 as listed: TDP1 cell CPT = ?; TDP1 inh = 0%; TDP1 cell noCPT = ?
COc1ccc(OC)c(N(CC(=O)NCc2ccccn2)S(C)(=O)=O)c1 as listed: TDP1 cell CPT = 8%; TDP1 inh = 4%; TDP1 cell noCPT = 1%
CN(CC(=O)Nc1ccc(F)cc1)C(=O)c1ccncc1 as listed: TDP1 cell CPT = 2%; TDP1 inh = 7%; TDP1 cell noCPT = 30%[activator]

Further compounds follow.
SMILES | TDP1 cell CPT | TDP1 inh | TDP1 cell noCPT
O=C(NCc1ccccc1)c1cc(C2COCCN2C(=O)CCc2ccccc2)on1 (stereo not given) | 7% | nt | -16%
COc1ccc(OC)c(CN2CCN(C(=O)c3cccc4ccccc34)CC2)c1 | -19% | 0% | -25%
O=C(C[n+]1cccc2ccccc21)c1ccc([N+](=O)[O-])cc1 | 21µM* | 7% | ?
CCOc1ccc(C(=O)NC2CCN(CC(=O)NCc3cccs3)CC2)cc1 | 27% | -1% | 1%
O=C(CNC(=O)c1cccs1)N/N=C/c1ccco1 | -13% | 5% | -12%
Oc1cccc(-c2nc(-c3cccs3)c(-c3cccs3)[nH]2)c1 | ? | 7% | ?
COC(=O)c1ccc(=O)n(-c2ccc(OC)cc2)c1 | 2% | 2% | -6%
COc1ccc(OC)c(NC(=O)c2c(NC(=O)CNCc3ccco3)sc3c2CCC3)c1 | -113% | 8% | 3.7µM*
Cc1ccnc(NC(=O)c2ccc(Cl)c(S(=O)(=O)N3CCCC3)c2)c1 | ? | nt | ?
N#Cc1cccc(C(=O)C(=O)N2CCN(C(=O)OCc3ccccc3)CC2)c1 | ? | nt | 23µM*
CCCCCN(C(=O)CCC(=O)OCCOc1ccc(OC)cc1)c1c(N)n(CCCC)c(=O)[nH]c1=O | -26% | 5% | ?
CCC(NC(=O)c1ccc([N+](=O)[O-])cc1[N+](=O)[O-])c1ccccc1 (stereo not given) | -29% | 1% | ?
Oc1ccc2ccccc2c1N=Nc1ccc(F)cc1 | 4% | 9% | -6%
FC(F)(F)c1cccc(-c2cn[nH]c2C2CCCN(Cc3cccn3-c3ccccn3)C2)c1 (stereo not given) | -8%[9.04 µM] | nt | -16%
O=C(O)/C=C\C(=O)Nc1ccc(OC(F)F)cc1 | -1% | 5% | 3%
COc1ccc(OC)c(C(=O)COC(=O)c2ccc([N+](=O)[O-])o2)c1 | -26% | 3% | 6%
Cc1cc(Nc2cccc(Cl)c2)nc2ccc(NC(=O)c3cccc(N(C)C)c3)cc12 | 13µM* | 12% | 7.3µM*
CC1=C(C(=O)Nc2ccccc2)C(c2ccc(Cl)cc2)n2c(s/c(=C/c3cccc(OCC(=O)O)c3)c2=O)=N1 (stereo not given) | -19% | 0% | -20%
CCOCCCNC(=O)NC(CCC(C)C)c1c(-n2cccc2)sc2c1CCN(C)C2 (stereo not given) | 16µM* | 11% | 16µM*

5 compounds from above, limited to TDP1 cell CPT and TDP1 cell noCPT:
compound	TDP1 cell CPT	TDP1 cell noCPT
CCNC(=O)c1cc2ccccc2o1	-4%	7%
CCCCN1CCC(CCC(=O)c2cc(Cl)c(N)cc2OC)CC1	?	27µM*!
O=C(NC(=O)c1ccccc1)Nc1ccc(-n2nc(C(F)(F)F)cc2C(F)(F)F)cc1	8%	1%
COc1ccc(NC(=O)COC(=O)C2CCN(S(=O)(=O)c3cccs3)CC2)cc1OC	2%	-12%
CCOC(=O)C1=C(N)N2C(=O)C(C)SC2=C(C(=O)OC)C1c1ccccc1OC (stereo not given)	-4%	-15%
